High-throughput results (PubChem)
D2 agonist: activates the human D2 dopamine receptor; HEK293 T-REx D2 cells, calcium flux agonist mode; activation, % at 2 µM; actives 0.53% (n = 340,000);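 active = activation over 3 SD above normal in the single-dose calcium agonist read, cut at about 30% in these data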; also: 0% is about no effect
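In this primary screen, compounds producing a positive calcium signal within 180 s of addition to tetracycline-induced, force-coupled HEK293 Trex D2 cells are flagged; cells are dye-loaded with a no-wash calcium kit beforehand.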
D2 antagonist: D2 dopamine receptor (human) antagonism | P14416 | HEK293 TREx D2 cells, calcium flux, dopamine EC80 | inhibition, % at 10 µM | actives 2% (n = 340,000) | AID 485344; in the data active = inhibition above about 30%; also: 0% is about no effect
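In this primary screen, negative modulation is detected by tracking calcium flux after an EC80 dopamine challenge in inducible HEK293 T-REx D2 cells preexposed to test compound for 180 s.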
Vif-APOBEC3F blk: inhibitors of Vif-A3F interaction; HeLa A3F-eYFP + Vif (tagged APOBEC3F with the HIV-1 protein that degrades it), YFP fluorescence increase; Potency, µM (doses to about 46.1 µM), without a hit: at the top dose activity, negative = active; actives 0.2% (n = 390,000); AID 602313; also: potency is read from the fitted curve at half-maximal effect; % of control where 0% means no effect; nearly all actives have a fitted effect of over 65% in size
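HeLa cells stably expressing Vif plus C-terminally eYFP-tagged A3F were seeded, incubated overnight at 37 deg C, dosed with compound, incubated overnight again at 37 deg C. Yellow fluorescence (Ex 488/Em 500-530) reported blocked Vif-mediated A3F-eYFP degradation.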
RGS4 inh: inhibitors of human regulator of G protein signaling 4 | Transcreener GDP fluorescence polarization, RGS4-accelerated GTP hydrolysis | Potency, µM (highest dose often 114 µM), for the others: at the top dose activity change, negative = inhibition, usual class: inhibitors | actives 0.039% (n = 390,000); also: potency is read from the fitted curve at half-maximal effect; % is scaled to controls: 0 for no effect and ±100 for the full control effect; nearly all actives have a fitted effect of over 75% in size; some results filed as inactive show a strong effect at the top dose
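MLSMR compounds (23 nl, pin-transferred) preincubated 10 min at room temperature with a 500nM (2x) first reagent, then RGS4 at 900nM (2x) plus Transcreener GDP mix added; fluorescence polarization (620/688 nm) read before and after 90 min at 30 °C.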
LDHA block: inhibitors of human lactate dehydrogenase A; P00338; purified LDHA, NADH/diaphorase-resazurin fluorescence; stronger effect = lower value; activity change, % (values are at about 110 or 230 µM); actives 0.15% (n = 480,000); AID 1347041; in the data active = activity change below about -30%; inconclusive = mostly about -25% to -30%;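 also: plate controls were DMSO wells for no effect and wells without enzyme for full effect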
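Human LDH5 (2 nM) was incubated with 0.06 mM NADH and 0.2 mM pyruvate for 5 min at room temperature in Tris pH 7.4. Remaining NADH was coupled through diaphorase/resazurin, and resorufin fluorescence was read at 0 and 20 min.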
ERG Ets-DNA blk: ERG Ets/DNA interaction inhibition | P11308 | fluorescence polarization, His-ERG Ets domain / labelled DNA | Potency, µM (titrated, usually from 76.9 µM), inactives show at the highest dose FP activity, negative = inhibition, usual class: inhibitors | actives 0.028% (n = 370,000) | AID 624246; active = well fitted inhibition curve with a large enough effect in the polarisation, with a control signal flat; inconclusive = small, poorly fitted or top-dose-only effect, or effect the other way, or a change in a side signal; inactive = no such curve, though single readings can be large or run the other way; the % refers to the polarisation;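 also: polarization taken with two DNA probes labelled with fluorescein and Texas red; potency is read from the fitted curve at half-maximal effect; % of control where 0% means no effect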
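His-tagged ERG Ets domain (1 uM in the protein solution; 300mM KCl, 50mM Tris-HCl, 1mM EDTA, 1mM DTT, pH 7.5) received compound, then a probe mix of 5 nM fluorescein-DNA and 100nM Texas-615-DNA. Fluorescence polarization was read for both dyes.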
GRP78 ERSR act: inducers of ER stress response in human glioma cells; Potency, µM, without a hit: at the highest dose activation, actives largely listed as activators; AID 602332; actives 0.02% (n = 420,000); U87-MG GRP78 promoter luciferase reporter, 16 h; also: potency is read from the fitted curve at half-maximal effect; series mostly up to about 76 µM; % of control where 0% means no effect; nearly all actives have a fitted effect of over 35% in size
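Stably transfected U87-MG glioma cells carrying a GRP78-based luciferase sensor; 16 h compound incubation. Luminescence end-point read 10 min after Bright-Glo addition at room temperature.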
ALOX12 inh: ALOX12 (human) lipoxygenase inhibition. P18054. purified 12hLO, xylenol orange hydroperoxide absorbance. Potency, µM (highest dose often 108 µM), inactives show top-dose activity change, negative = inhibition, actives largely listed as inhibitors. actives 1.1% (n = 580,000); also: potency is read from the fitted curve at half-maximal effect; % is scaled to controls: 0 for no effect and ±100 for the full control effect
Target sequence (P18054 whole entry, looked up): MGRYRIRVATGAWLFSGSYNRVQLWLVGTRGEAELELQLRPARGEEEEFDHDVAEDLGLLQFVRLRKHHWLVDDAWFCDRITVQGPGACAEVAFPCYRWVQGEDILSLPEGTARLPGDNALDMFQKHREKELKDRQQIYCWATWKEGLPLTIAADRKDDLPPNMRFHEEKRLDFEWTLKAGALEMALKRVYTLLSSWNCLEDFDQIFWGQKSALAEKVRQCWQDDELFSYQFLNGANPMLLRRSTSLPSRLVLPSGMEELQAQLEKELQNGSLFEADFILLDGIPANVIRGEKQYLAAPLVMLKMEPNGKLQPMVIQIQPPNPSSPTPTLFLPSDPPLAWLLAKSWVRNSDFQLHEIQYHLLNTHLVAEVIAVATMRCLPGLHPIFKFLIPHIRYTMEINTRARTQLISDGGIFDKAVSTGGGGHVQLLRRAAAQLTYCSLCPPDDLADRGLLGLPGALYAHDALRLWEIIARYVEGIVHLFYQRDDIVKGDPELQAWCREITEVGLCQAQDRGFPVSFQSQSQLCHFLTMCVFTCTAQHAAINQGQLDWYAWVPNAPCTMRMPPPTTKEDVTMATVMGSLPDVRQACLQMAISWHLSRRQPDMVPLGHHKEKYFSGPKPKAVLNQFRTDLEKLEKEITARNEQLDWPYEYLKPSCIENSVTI
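Purified human 12hLO (150 nM final) in 25 mM Hepes, 0.01% Triton X-100, pH 7.0 was preincubated 15 min at room temperature with compound. Then 40 uM arachidonic acid was added, 30 min. Hydroperoxide was read by Fe-XO absorbance ratio 573/405 nm.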
Vif-A3G inh: Vif-A3G binding inhibition | Q9HC16 | HeLa A3G-eYFP + Vif (tagged APOBEC3G with the HIV-1 protein that degrades it), YFP fluorescence, overnight | Potency, µM (highest dose often 46.1 µM), for inactives: top-dose activity, negative = active, most hits filed as inhibitors | actives 0.076% (n = 410,000);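 also: potency is read from the fitted curve at half-maximal effect; % is scaled to controls: 0 for no effect and ±100 for the full control effect; nearly all actives have a fitted effect of over 60% in size; hits raise eYFP signal because A3G escapes Vif-driven loss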
Target sequence (Q9HC16 whole entry, looked up): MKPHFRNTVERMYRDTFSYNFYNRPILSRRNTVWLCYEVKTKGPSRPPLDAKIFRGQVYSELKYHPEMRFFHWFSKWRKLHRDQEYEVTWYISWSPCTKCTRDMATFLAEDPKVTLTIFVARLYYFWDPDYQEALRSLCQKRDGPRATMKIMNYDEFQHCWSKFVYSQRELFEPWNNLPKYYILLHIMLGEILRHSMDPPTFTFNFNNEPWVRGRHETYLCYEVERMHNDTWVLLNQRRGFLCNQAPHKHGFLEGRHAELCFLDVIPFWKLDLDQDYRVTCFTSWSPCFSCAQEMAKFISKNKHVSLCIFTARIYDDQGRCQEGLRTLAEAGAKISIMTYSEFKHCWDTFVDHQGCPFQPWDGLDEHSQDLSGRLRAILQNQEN
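HeLa cells stably expressing Vif and C-terminally eYFP-tagged A3G, seeded overnight at 37 deg C, then exposed to compound by pintool overnight at 37 deg C. Rise in yellow fluorescence (Ex 488/Em 500-530, Acumen) marks blocked Vif-driven A3G degradation.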
Numbers without * were called inactive; ? = inconclusive; . = no result given; & = joins results of further samples; [ ] = another dose, or the depositor's remark. Unless noted, calls follow the shape of the dose curve; as a rule, active = well fitted curve in the direction sought with a large enough effect; inconclusive = small, poorly fitted or top-dose-only effect, or another doubt; inactive = no such curve, though single readings can be large; an effect the other way counts as inactive or inconclusive. A portion of the library; the hit share may differ from the screen's.

SMILES	D2 agonist	D2 antagonist	Vif-APOBEC3F blk	RGS4 inh	LDHA block	ERG Ets-DNA blk	GRP78 ERSR act	ALOX12 inh	Vif-A3G inh
CCCCN(Cc1ccccc1)S(=O)(=O)c1c(N)n(C)c(=O)n(C)c1=O	0.7	4	6%	23%	0	-6%	-4%	-1%	-4%
COc1ccccc1NC(=O)NCCCl	1.4	6	-10%	24%	-7	2%	-2%	-8%	1%
CCn1c(CNC(=O)Cc2ccc(OC)cc2)nnc1SCC(=O)Nc1ccc(C(=O)O)cc1	-1.4	-2	3%	8%	-3	-6%	-1%	-12%	1%
CN(C)N1C(N)=C(C#N)C(c2ccc3c(c2)OCO3)C2=C1CCCC2=O (configuration not stated)	-1.1	19	5%	-3%	5	-2%	-3%	39%[activator]	-2%
CC(C)(C)CC(=O)Nc1ccccc1N1CCN(c2ccc(F)cc2)CC1	0.2	-4	0%	4%	2	8%	-4%	7%	0%
O=C(CCNC(=O)c1ccccc1Cl)NCC1COc2ccccc2O1 (configuration not stated)	-1.2	-9	1%	11%	-10	-6%	-3%	0%	0%
Cc1ccc(Cc2cnc(N3C(=N)SC(C)C3=O)s2)cc1 (configuration not stated)	0.6	14	?	20%	-8	9%	?	11%	-9%
CC[C@H](C)[C@@H]1NC(=O)c2cc([N+](=O)[O-])cc(F)c2NCCCC[C@@H](C(N)=O)NC(=O)[C@H](CC(N)=O)NC1=O	0.6	-11	5%	-1%	0	5%	-2%	?	4%
COc1ccc(C2N=C(c3ccccc3)NC(c3ccccc3)=N2)cc1	-0.2	-6	-9%	0%	-1	2%	-3%	-52%	1%
CCN(CC)C(=O)C1CCCN(Cc2ccc3c(c2)OCO3)C1 (configuration not stated)	-0.2	-22	?	32%	?	8%	0%	?	3%
Cn1ccc2c(-c3ccc4c(c3)OCCO4)cc3c(c21)C1CCC3C1 (configuration not stated)	.	.	.	.	1	.	-1%	-45%	-1%
COc1ccc(C(=O)N/C(=C\c2ccccc2)C(=O)Nc2ccccc2C(=O)O)cc1	.	.	-15%	-27%	3	-12%	1%	12%	-3%
CCC(C)(C)n1nnnc1C(c1ccc(O)cc1)N1CCc2ccccc2C1 (configuration not stated)	0.7	6	-2%	-19%	-1	5%	5%	?	0%
COc1cc2oc(=O)cc(CN3CCCCCCC3)c2cc1Cl	.	.	.	.	-1	.	-3%	?	0%
O=C(NCCCNC(=O)c1ccc(-c2cccc(Cl)c2)o1)c1cnccn1	-0.4	20	-3%	-17%	2	6%	0%	4%	-7%
CC(C)c1ccc(NC(=O)C(c2ccccc2)N(Cc2ccco2)C(=O)CC2NC(=O)NC2=O)cc1 (configuration not stated)	1.3	0	-4%	5%	-8	-7%	-3%	-15%	2%
O=C1c2ccccc2C(=O)N1CCc1csc(NNc2nc(CCN3C(=O)c4ccccc4C3=O)cs2)n1	-0.5	-4	-9%	-20%	-1	12%	-1%	.	-5%
OCCn1c(CSc2nnc(-c3ccco3)n2-c2ccccc2)nc2ccc(Cl)cc21	-0.8	6	.	-21%	-7	-18%	-4%	?	-3%
COc1ccc(Cl)cc1CC1(C)C(=O)Nc2ccc(-c3ccccc3OC)cc21 (configuration not stated)	.	.	.	.	-4	.	-9%	-27%	-13%
CCN(Cc1ccccc1)C(=O)COC(=O)CNS(=O)(=O)c1ccc(C)cc1	-0.7	9	1%	-25%	-8	4%	-2%	-21%	-1%
CCCc1cc(C(=O)Nc2ccc(C(=O)c3ccc(C)cc3)cc2)n(C)n1	0.6	-21	1%	24%	3	13%	-5%	0%	2%
Cc1onc(-c2ccccc2)c1C(=O)NCCN1CCOCC1	-0.9	-10	-6%	23%	-7	4%	0%	0%	1%
CCCCN1C(C)=CC(=C2C(=O)c3ccccc3C2=O)C=C1C	0.6	-2	?	-20%	-19	-3%	-10%	-1%	-3%
Cc1cccc2cc(CN(Cc3ccc4c(c3)OCO4)Cc3nnnn3C3CCCC3)c(=O)[nH]c12	-0.1	6	-2%	-3%	3	.	-4%	-4%	0%
Cc1ccc(NC(=O)C2CC(=O)Nc3nc4ccccc4n32)c(C)c1 (configuration not stated)	-0.1	-12	-5%	12%	-5	-5%	-4%	-19%	1%

Continuation:
SMILES	D2 agonist	D2 antagonist	Vif-APOBEC3F blk	RGS4 inh	LDHA block	ERG Ets-DNA blk	GRP78 ERSR act	ALOX12 inh	Vif-A3G inh
C[C@H](O)[C@@H]1C(=O)N2CCc3ccc(-c4ccccc4)cc3[C@@H]2C[C@@H]1N(C)C(=O)NC1CCCCC1	.	.	6%	1%	-2	1%	-2%	-8%	-1%
CCOC(=O)Cc1ccc(NC(=O)N2CCc3c(sc4c3CCCC4)C2c2ccc(F)cc2)cc1 (configuration not stated)	0.4	.	2%	-6%	-9	-4%	-3%	-10%	1%
O=C(CN1CCN(c2ccccn2)CC1)Nc1ccccc1C(=O)Nc1ccccc1	1.1	-6	-1%	7%	-2	-4%	-1%	11%	3%
COc1cccc(NC(=O)CSc2cc(=O)n(C)c3ccc(Cl)cc23)c1	1.0	.	2%	3%	3	-1%	0%	?	-7%
CN(C)c1ccc(NC(=O)CSc2nc(-c3ccco3)cc(C(F)(F)F)n2)cc1	-0.3	.	-6%	-2%	-2	0%	-1%	-9%	-19%
CCOc1ccccc1NC(=O)COC(=O)c1cn(CC)c2nc(C)ccc2c1=O	-1.0	.	-3%	-16%	2	0%	-2%	0%	0%
CN(C(=O)COC(=O)C1CCN(S(=O)(=O)c2cccs2)CC1)c1ccccc1	-0.5	-15	2%	6%	-4	-2%	-5%	-9%	1%
CCOCc1[nH]c(=S)[nH]c(=O)c1Cc1ccc(OCC(C)C)cc1	-1.1	10	-3%	?	-3	-2%	2%	?	-9%
CCOC(=O)C1CCN(c2c(N(C)Cc3ccco3)c(=O)c2=O)CC1	2.5	-2	4%	-4%	-5	5%	-1%	2%	1%
O=C(NC1CCCCC1)c1ccc2c(c1)S(=O)(=O)c1ccccc1C2=O	.	.	6%	-5%	-2	0%	-3%	-18%	2%
CCN(CC)P(=O)(C(NC(=O)OC)C(F)(F)C(F)(F)C(F)(F)C(F)F)N(CC)CC (configuration not stated)	-1.8	-7	-1%	-3%	2	.	1%	-25%	-1%
Cc1c(NC(=O)Cc2ccccc2)cccc1-c1nc2cccnc2s1	-0.8	.	5%	2%	0	4%	-2%	-1%	1%
COc1ccccc1CNc1nc(-c2ccco2)nn1S(=O)(=O)c1ccc(C)cc1	0.3	.	-12%	-20%	4	2%	-1%	-30%	2%
Cc1ccc(-c2ccc(CN3C(C)C(=O)N(Cc4cn(Cc5ccco5)nn4)CCS3(=O)=O)cc2)c(C)c1 (configuration not stated)	.	.	.	.	-7	.	-4%	?	-12%
COc1ccc(N2CCN(C(c3ccccc3)c3nnnn3C(C)C)CC2)cc1 (configuration not stated)	.	.	.	-10%	1	.	-1%	.	0%
COc1ccc(Cc2nc3ccc(C(=O)N(C)Cc4nccs4)cc3o2)cc1OC	1.0	8	-11%	-55%[56.9 µM]	0	-6%	-1%	0%	4%
CCCn1c(SCC(N)=O)nnc1-c1ccco1	-1.6	-7	.	?	-5	-9%	-4%	3%	3%
Cc1cc(S(=O)(=O)Nc2cc3c(cc2N2CCOCC2)n(C)c(=O)c(=O)n3C)ccc1F	-0.7	.	-8%	-6%	17	-2%	0%	0%	0%
CCN(CC)C(=O)CSc1nnc(-c2ccccc2)o1	-0.7	-15	-2%	-12%	-4	.	-1%	21%	0%
COc1ccc(Nc2nc(NCc3ccco3)nc(N)c2[N+](=O)[O-])cc1	0.4	4	-4%	18%	-13	15%	-1%	126%[activator]	3%
CCOC(=O)C1=C(COC(=O)CCOc2ccc(OC)cc2)NC(=O)NC1C (configuration not stated)	-1.1	29	-11%	-12%	-3	2%	-2%	?	-1%
COc1ccc(/C=C/C(=O)NC(=S)Nc2ccc(N3CCN(C(C)=O)CC3)cc2)cc1	-0.6	6	0%	-12%	0	-6%	-4%	32%[activator]	1%
COc1ccc(CN2C(=NC(=O)C3CCCCC3)SC3CS(=O)(=O)CC32)cc1 (configuration not stated)	.	.	-4%	9%	-18	4%	-5%	4%	-3%
CCOC(=O)C1CCCc2c1[nH]c1ccc(Cl)cc21 (configuration not stated)	-0.3	-8	?	-25%	5	1%	-1%	-9%	-3%
OC1(Cc2ccccc2)CCNCC1	0.1&0.4	3&4	-3%	-11%	-2	4%	0%	4%	-2%
CC1=C(C(=O)N(C(C)C)C(C)C)CC(CC(=O)NCCCCc2ccccc2)C(=O)N1Cc1ccccc1 (configuration not stated)	.	.	-6%	.	2	.	-4%	1%	4%
Cc1cccc(C)c1NC(=O)NCc1ccco1	1.2	-3	-3%	-3%	2	0%	-4%	2%	-9%

Structural class: the entries above with a COOH group (2)
SMILES	D2 agonist	D2 antagonist	Vif-APOBEC3F blk	RGS4 inh	LDHA block	ERG Ets-DNA blk	GRP78 ERSR act	ALOX12 inh	Vif-A3G inh
CCn1c(CNC(=O)Cc2ccc(OC)cc2)nnc1SCC(=O)Nc1ccc(C(=O)O)cc1	-1.4	-2	3%	8%	-3	-6%	-1%	-12%	1%
COc1ccc(C(=O)N/C(=C\c2ccccc2)C(=O)Nc2ccccc2C(=O)O)cc1	.	.	-15%	-27%	3	-12%	1%	12%	-3%
